RMI FANCM FP: inhibitors of human RMI core complex binding to FANCM MM2. Fluorescence polarization, RMI core complex with F-MM2 peptide; active compounds read low. 0.58% of 70,000 active. FP signal (polarization) at 33 µM. AID 1159607; in the data active means FP signal below about 40; further: inactives centre near 61; strong numbers were not always called active; unit not given here
* marks the source's active call; other numbers are inactive results; & = joins results of further samples. Only part of the results is shown; the hit share may differ from the screen's.

SMILES	RMI FANCM FP
NC(=O)C1Cc2ccccc2N1C(=O)c1cc([N+](=O)[O-])ccc1Cl (configuration not stated)	53
O=C(CSc1nc2c(c(=O)[nH]1)CN(Cc1ccccc1)CC2)NCc1ccc2c(c1)OCO2	68
Cc1cc(-c2nnc(NC(=O)/C=C/c3cccs3)o2)nn1C	73
Cc1ccc(COc2ccc(-c3cc(C(=O)N/N=C\c4c(C)[nH]c5ccccc45)[nH]n3)cc2)cc1	65
O=C(Nc1cccc(-c2ccc3nnc(-c4cccnc4)n3n2)c1)c1cccc([N+](=O)[O-])c1	93
Cc1csc(NC(=O)CSc2nccn2Cc2ccc3c(c2)OCO3)n1	57
COc1cc(CCC(=O)NNC(=S)Nc2ccc(F)cc2)cc(OC)c1OC	48
N#C/C(=C\c1ccc(F)cc1)c1csc2ccccc12	47
Cc1cc2cc(CN3C(=O)c4ccccc4C3=O)ccc2n1C	57
Nc1ccccc1NC(=O)CCC(=O)O	59
CC(C)(C)C(=O)N1N=C(c2cccc(NS(C)(=O)=O)c2)CC1c1cccc([N+](=O)[O-])c1 (configuration not stated)	42
O=C(Cc1csc(Nc2cccc(Cl)c2)n1)NCc1cccnc1	65
COc1cc(=O)n(-c2ccccc2)nc1C(=O)NCC(C)C	69
CCC/C=N/NC(=O)c1cc(-c2ccccc2)nc2ccccc12	58
CCOC(=O)N1CCN(C(=O)c2ccc3nc(-c4ccc(C)cc4)cc(OCC)c3c2)CC1	60
Cc1ccc2c(c1)c1ncn(Cc3ccccc3)c(=O)c1n2CC(=O)NCc1ccc2c(c1)OCO2	98
O=C(N/N=C\c1ccccc1)c1ccccc1Cl	61
CCOc1ccc(C)cc1S(=O)(=O)Nc1ccc2c(c1)OCC(C)(C)C(=O)N2	67
Nc1nc(Nc2cccc(F)c2)nc(NCc2ccco2)c1[N+](=O)[O-]	50
CN1CCN(C(CNC(=O)C(=O)NC2CCCCC2)c2ccc(F)cc2)CC1 (configuration not stated)	52
Cc1ccc(N2CC(NC(=O)NCc3ccccn3)CC2=O)cc1C (configuration not stated)	57
O=C(c1cccc(C(F)(F)F)c1)N1CCN(c2ccc(-c3cccs3)nn2)CC1	55
O=S(=O)(/C=C/c1ccccc1)N1CCN(c2ccc3nnc(C4CC4)n3n2)CC1	65
O=C(CSc1ncc(-c2cccc(Br)c2)o1)N1CCN(c2ccc(F)cc2)CC1	62
Cc1ccccc1NS(=O)(=O)c1ccc2oc(=O)ccc2c1	64
CC12CC3CC(C)(C1)CC(C(=O)Nc1ccc(F)c(Cl)c1)(C3)C2	65
COC(=O)C(C#N)=C(SC)SC	57
CC(C)S(=O)(=O)c1cccc(-c2nnc(NC(=O)c3ccc(Br)cc3)o2)c1	67
COCCN1COc2ccc3cc(-c4ccc(OC)c(OC)c4)c(=O)oc3c2C1	-38
COCCN1CCC(CNC(=O)C(=O)NCc2cccs2)CC1	74
O=C(NCCOc1ccc2nnc(-c3ccccc3)n2n1)C1CC1	69
O=C(N=Nc1c(O)[nH]c2c(Br)cc(Br)cc12)c1cc([N+](=O)[O-])cc([N+](=O)[O-])c1	60
O=C(NCCc1csc(-c2cccc(F)c2)n1)C12CC3CC(CC(C3)C1)C2	59
Cc1ccc(-c2ccc(=O)n(CCCNC(=O)Nc3cccc(F)c3)n2)cc1	69
C=CCn1ccn(-c2ccc(OC)c(Cl)c2)c(=O)c1=O	53
O=[N+]([O-])c1ccc(-c2csc(-c3cnccn3)n2)cc1	62
CS(=O)(=O)c1ccc2nc(N)sc2c1	64
O=C(CSc1nnc(Cn2c(=O)sc3ccccc32)n1-c1ccccc1)N1CCc2ccccc21	64
CC(=O)c1ccc(NC(=O)C2CCN(c3ccc(-c4ccc(F)cc4)nn3)CC2)cc1	66
COc1cc(C=Nc2ccccc2Cl)ccc1OC(=O)c1ccc(F)cc1	61
CSC(=NCc1ccco1)Nc1ccc(C)cc1C	59
Cc1cc(-c2ccc(NC(=O)c3ccccc3Oc3ccccc3)c(C)c2)ccc1NC(=O)c1ccccc1Oc1ccccc1	55
Cc1cc(=O)n2c(-c3cccc(NC(=O)C4CC4)c3)csc2n1	64
Cc1onc(-c2ccccc2)c1C(=O)NC(=S)Nc1ccc(Cl)cc1	54
COc1ccc(N(C2C=CS(=O)(=O)C2)S(=O)(=O)c2ccc([N+](=O)[O-])cc2)cc1 (configuration not stated)	61
CC(=O)c1cc(NC(=O)c2ccccc2)c(=O)oc1C	56&58
Cc1cccc(-c2nnc(NC(=O)c3ccn(C)n3)o2)c1	70
CCn1cc(SC(=N)N)c2ccccc21	61
Cc1nnc(NC(=O)CC2CSc3nc4c(c(=O)n32)CCC4)s1 (configuration not stated)	63
O=C(Nc1cccnc1Oc1ncnc2cc(Cl)ccc12)c1cccs1	52

(listing goes on)
SMILES	RMI FANCM FP
N#CC1=C(C#N)NC2(CCCCC2)C2CCCCC2=N1 (configuration not stated)	54
CC(=O)c1ccc(-n2ccnc2)cc1	61
O=C(NCCS(=O)(=O)N1CCN(c2ccccn2)CC1)c1n[nH]c2ccccc12	61
O=C(c1ccc(=O)n(Cc2ccc(F)cc2)n1)N1CCC(Cc2ccccc2)CC1	63
COc1cc(S(=O)(=O)N2CCOCC2)ccc1N	60
COc1ccc(C)cc1S(=O)(=O)NCC1CCN(C2CCCC2)CC1	73
CCOc1ccc2nc(N(CCN(C)C)C(=O)/C=C/c3cccs3)sc2c1	83
Cc1cc(NC(=O)c2ccc(C#N)cc2)n(-c2nc3c(F)cccc3s2)n1	67
O=S(=O)(c1ccc2ccccc2c1)N1CCN(c2ccc(NCC3CCCO3)nn2)CC1 (configuration not stated)	53
Brc1ccc(-c2nnc3sc(CNCc4ccco4)cn23)cc1	62
CN1CCN(CC(O)COc2ccc3ccccc3c2)CC1 (configuration not stated)	63
COC(=O)C1Cc2c([nH]c3ccccc23)C(c2ccc(Cl)cc2)N1 (configuration not stated)	48
O=C(Oc1cccc2cccnc12)c1c(F)cccc1F	52
Cn1nc2c(c1NC(=O)COc1ccccc1)CCC2	63
CCOC(=O)C1C(=O)C(=O)N(C)C1c1ccccc1 (configuration not stated)	59
O=C(CSc1nnc(CCn2ccc(=O)[nH]c2=O)o1)NCc1ccccc1Cl	62
Cc1ccc(C)c(Cn2cc(SCC(=O)Nc3nccs3)c3ccccc32)c1	80
COc1ccc(C)c2sc(N(Cc3ccccn3)C(=O)c3ccno3)nc12	62
C(/C=C/c1ccn[nH]1)=C\c1ccccc1	59
CC1OC1P(=O)(O)O (configuration not stated)	59&63
CCn1nccc1C(=O)N1CC(=O)Nc2ccccc21	70
COc1cccc2[nH]c(C(=O)O)cc12	58
COc1ccc(NC(=O)CCc2c(C)nn(-c3nc(C)cc(=O)[nH]3)c2C)cc1OC	64
CN(C)CCC(O)c1ccc2c(c1)OCCCCO2 (configuration not stated)	57
Cc1ccccc1N1OC2C(=O)N(c3sc4c(c3C#N)CCCC4)C(=O)C2C1c1ccccc1 (configuration not stated)	67
CCOC(=O)c1csc(N/N=C2/CCCc3cc(OC)ccc32)n1	53
S=c1[nH]cnc2sccc12	63
O=S(=O)(c1cccc(F)c1)N1CCCCCC1	56
Fc1cccc(Nc2nc(Nc3cccc(C(F)(F)F)c3)nc(N3CCOCC3)n2)c1	57
Cc1ccc(NC(=O)C(=O)NCCc2ccc(Cl)cc2)cc1F	54

Exported with values ahead of the structure: entries from further up
RMI FANCM FP | structure
83 | CCOc1ccc2nc(N(CCN(C)C)C(=O)/C=C/c3cccs3)sc2c1
67 | Cc1cc(NC(=O)c2ccc(C#N)cc2)n(-c2nc3c(F)cccc3s2)n1
53 | O=S(=O)(c1ccc2ccccc2c1)N1CCN(c2ccc(NCC3CCCO3)nn2)CC1 (configuration not stated)
62 | Brc1ccc(-c2nnc3sc(CNCc4ccco4)cn23)cc1
63 | CN1CCN(CC(O)COc2ccc3ccccc3c2)CC1 (configuration not stated)
48 | COC(=O)C1Cc2c([nH]c3ccccc23)C(c2ccc(Cl)cc2)N1 (configuration not stated)
52 | O=C(Oc1cccc2cccnc12)c1c(F)cccc1F
63 | Cn1nc2c(c1NC(=O)COc1ccccc1)CCC2
59 | CCOC(=O)C1C(=O)C(=O)N(C)C1c1ccccc1 (configuration not stated)
62 | O=C(CSc1nnc(CCn2ccc(=O)[nH]c2=O)o1)NCc1ccccc1Cl
80 | Cc1ccc(C)c(Cn2cc(SCC(=O)Nc3nccs3)c3ccccc32)c1
62 | COc1ccc(C)c2sc(N(Cc3ccccn3)C(=O)c3ccno3)nc12
59 | C(/C=C/c1ccn[nH]1)=C\c1ccccc1
59&63 | CC1OC1P(=O)(O)O (configuration not stated)
70 | CCn1nccc1C(=O)N1CC(=O)Nc2ccccc21
58 | COc1cccc2[nH]c(C(=O)O)cc12
64 | COc1ccc(NC(=O)CCc2c(C)nn(-c3nc(C)cc(=O)[nH]3)c2C)cc1OC
57 | CN(C)CCC(O)c1ccc2c(c1)OCCCCO2 (configuration not stated)
67 | Cc1ccccc1N1OC2C(=O)N(c3sc4c(c3C#N)CCCC4)C(=O)C2C1c1ccccc1 (configuration not stated)
53 | CCOC(=O)c1csc(N/N=C2/CCCc3cc(OC)ccc32)n1
63 | S=c1[nH]cnc2sccc12

Two compounds drawn at random from the list so far, as already listed:
SMILES	RMI FANCM FP
O=S(=O)(c1cccc(F)c1)N1CCCCCC1	56
Fc1cccc(Nc2nc(Nc3cccc(C(F)(F)F)c3)nc(N3CCOCC3)n2)c1	57

More compounds follow.
SMILES	RMI FANCM FP
Cc1nn(C2CCS(=O)(=O)C2)c2nc(-c3ccccc3)cc(C(=O)NCCCn3ccnc3)c12 (configuration not stated)	67
CCOC(=O)N1CCN(CCn2c(C)cn3c4c(=O)[nH]c(=O)n(C)c4nc23)CC1	60
O=C(Cc1cccs1)N1CCN=C1SCc1ccccc1F	60
O=C(NCCc1ccccc1)NCC1CC(=O)N(c2ccc(F)cc2)C1 (configuration not stated)	56
O=C1CC(CSc2ccccn2)=NN1	60&58
Cc1ccc2nc(NCCN(C)C)sc2c1	70
COc1cccc(-n2ccn3c(-c4ccc(Cl)cc4)nnc3c2=O)c1	61
CCOC(=O)c1sc(Nc2nc3c(OC)cccc3s2)nc1C	59
Cc1cc(NC(=O)C2CCCN2S(=O)(=O)c2ccc(F)cc2)on1 (configuration not stated)	68
CC(=O)Cn1c(-c2nnco2)cc2ccccc21	69
COCCNS(=O)(=O)c1ccc(-c2ccc(C)cc2)cc1	55
CC(C)c1ccc(NC(=O)C(=O)NCCc2ccc(N(C)C)cc2)cc1	70
CCS(=O)(=O)NC1CC(=O)N(c2ccc(C)cc2)C1 (configuration not stated)	55
Nc1nc2c(ncn2CCC(CO)CO)c(=O)[nH]1	59
O=C(Nc1nnc(-c2ccno2)o1)c1cc(Cl)ccc1Cl	55
Cc1ccc(S(=O)(=O)Nc2ccc(C(=O)NCCC(C)C)cc2)cc1	60
O=C(CN(Cc1ccc(Cl)cc1)S(=O)(=O)c1cccnc1)Nc1ccccc1	71
C/C(=N/Nc1nc(C(C)(C)C)cs1)c1ccc(F)cc1	58
N#Cc1ccccc1NC(=O)C(=O)NCCC(c1ccccc1)c1ccccc1	65
O=C1Nc2ccccc2C(=O)C1(N1CCOCC1)N1CCOCC1	55
CCOc1coc(C(=O)NC2CCCC2)cc1=O	63
Cc1ccc(C(=O)N2CCN=C2SCc2cccc(Cl)c2)cc1C	79
O=C(NCc1ccco1)c1ccc(N2CCOCC2)c([N+](=O)[O-])c1	60
CCc1ccc(Nc2nn3c(=O)c4ccc(C(=O)OC)cc4nc3s2)cc1	63
N#Cc1sc2sc(C#N)c(-c3cccs3)c2c1N	70
O=c1c2sccc2nc(SCc2nc(-c3ccccc3Cl)no2)n1-c1ccc(F)cc1	76
O=C(NCc1nnnn1-c1ccc(Cl)cc1)c1ccccc1S(=O)(=O)C(F)F	54
C=CCn1c(SCCC(=O)Nc2ccc(OC)cc2)nc2sc3c(c2c1=O)CCCCC3	82
O=c1[nH]nc(SCc2cccc(F)c2)n2nc(-c3ccc(F)cc3)cc12	76
CCOC(=O)/C(=C\Nc1ccc(Cl)cc1)[N+](=O)[O-]	63
O=C(NCc1ccsc1)c1ccc(F)cc1Cl	67
Cc1cc(C)c2sc(N(CCCN(C)C)C(=O)c3ccc(S(=O)(=O)N(C)Cc4ccccc4)cc3)nc2c1	104
CN1C(=O)[C@H](Cc2ccc([N+](=O)[O-])cc2)NC1=S	59
CCOc1ccc(S(=O)(=O)Nc2ccc3c(c2)C(=O)N(C)c2cc(C)ccc2O3)cc1F	66
O=C(NCC(=O)N1CCOC(c2ccccc2)C1)C(=O)Nc1ccc2c(c1)OCCO2 (configuration not stated)	75
CC(=O)Nc1nc(SCC(=O)NCC2CCCO2)[nH]c(=O)c1NC(=O)c1cccs1 (configuration not stated)	55
C/C(=C\c1ccc(-c2cc(C(F)(F)F)cc(C(F)(F)F)c2)o1)[N+](=O)[O-]	55
CN(C)c1ccc(C(CNC(=O)c2ccc(-c3ccccc3)cc2)N2CCOCC2)cc1 (configuration not stated)	59
Oc1ccccc1/C=N\NC(=S)NC1CC2C=CC1C2 (configuration not stated)	53
Cc1ccc(-n2cc(C(=O)NC3CCCCC3)nn2)cc1	68
CCOC(=O)C1CCN(C(=O)C2(c3cccs3)CCCC2)CC1	61
Cc1cc(NC(=O)COc2ccc(-c3nnc(C)o3)cc2)no1	71
COc1ccccc1CCN=C(N)NS(=O)(=O)c1ccc(F)cc1	62
O=C(Nc1ccc(S(=O)(=O)N2CCCCC2c2cccnc2)cc1)c1ccccc1C(F)(F)F (configuration not stated)	61
O=C(O)c1cc2ccccc2n1-c1ccccc1	60
Cc1ccc2sc(N(CCN(C)C)C(=O)c3ccc4ccccc4c3)nc2c1C	91
COc1cccc(-n2c(SCc3nc(-c4cccc(Cl)c4)no3)nc3ccsc3c2=O)c1	83
O=C(Nc1nnc(SCc2cccc(F)c2)s1)c1ccco1	51
O=S(=O)(c1cccnc1)N1CCN(c2ccc(-c3ccc(F)cc3)nn2)CC1	63
CCOC(=O)c1c(NC(=O)Nc2ccc(Cl)c(Cl)c2)sc2c1CCC(C)C2 (configuration not stated)	58

(listing goes on)
SMILES	RMI FANCM FP
O=C(NCC12CC3CC(CC(C3)C1)C2)Nc1cccc(C(F)(F)F)c1	71
Cc1c(NC(=S)N/N=C/c2ccc(N(C)C)cc2)c(=O)n(-c2ccccc2)n1C	63
CC(C)(C)C(=O)NCC1CCN(C2CCCC2)CC1	71
COc1ccc2nc(-c3ccc(C)c(NC(=O)C4CC4)c3)cn2n1	73
COc1cccc2cc(C(=O)NCc3ccncc3)c(=O)oc12	58
O=C(CCCSc1ccc(NC(=O)c2ccco2)nn1)NC1CCCCCC1	63
